# High-throughput results from PubChem.
# Rac1 GTP hydrolysis = MgcRacGAP GTPase-activating activity inhibitors, confirmation, biochemical, ADP Hunter fluorescence. MgcRacGAP-stimulated Rac1 GTP hydrolysis, ADP Hunter fluorescence; higher % means a stronger effect; GST-tagged Rac1 F28L mutant substrate. inhibition, % at 30 µM; hits with a dose series show IC50 in µM. actives 0.6% (n = 340,000);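 active means first-screen hits whose inhibition reached a set limit at any dose in the follow-up dose series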;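 further: fluorescence reports GDP produced by GAP-driven GTP hydrolysis; strong numbers were not always called active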
# SV40 large T antigen = SV40 large T antigen inhibitors, biochemical (AID 1903); actives 0.39% (n = 310,000); inhibition, % at 20 µM, or IC50 in µM where a hit was titrated; SV40 large T antigen ATPase/helicase inhibition assay; higher % means a stronger effect; in the data active means a potency from the dose series; further: strong numbers were not always called active
# GPR35 arrestin U2OS = inhibition of zaprinast-stimulated GPR35 beta-arrestin translocation – imaging, U2OS, beta-arrestin-GFP, zaprinast agonist, primary screen (AID 2058); U2OS GPR35 beta-arrestin-GFP translocation imaging, zaprinast antagonism; higher % means a stronger effect; one-dose inhibition, % at 10 µM; IC50 in µM for titrated hits; actives 0.052% (n = 290,000);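 active means inhibition of at least 50% with at least 30 cells and total cytoplasm GFP at most 10,000,000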
# Hep lipid drop = hepatic lipid droplet formation modulation; AML12 mouse hepatocytes, oleate lipid droplets, BODIPY imaging; actives 0.4% (n = 240,000); inhibition, % at 6.5 µM;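 active means lipid droplet intensity inhibited by at least 50%, with more than 500 cells counted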
#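 System: AML12 hepatocytes (mouse). Probe or stimulus: oleic acid at 100 µM to induce lipid droplet formation. Times: overnight treatment with compound plus oleate. Detection: Image-based BODIPY and DAPI two-channel analysis. Evaluation: percent inhibition of filter-corrected integrated lipid droplet intensity per well.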
# T cell HTS = T cell immune modulators affecting CD8 T cell-vesicle binding. 2C CD8+ T cell-vesicle binding, flow cytometry; active compounds read low. calls only at 7 µM. actives 0.068% (n = 330,000);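 active means response, share of CD8 T cells binding vesicles, and their 90th percentile fluorescence all below set limits, cut at about 80% in these data, passing the limit was not always enough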
#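 Material: 2C TCR transgenic mouse naive CD8+ T cells, MACS-purified. Also added: QL9-charged Drosophila Ld/ICAM-1/B7-1 vesicles. Timing: binding 1.5 h at 37 °C. Measured by: high-throughput flow cytometry with anti-B7-1 and anti-CD8 staining. Read-out: percent CD8+ FL2 mean versus row control. Controls: Unloaded micro-vesicles (low), QL9 vesicles with 0.7% DMSO (high).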
# LYP inhibition = inhibitors of LYP phosphatase, biochemical, fluorescence intensity, uHTS (AID 1779) | recombinant LYP phosphatase, fluorescence intensity; higher % means a stronger effect | one-dose inhibition, % at 11.5 µM; IC50 in µM for titrated hits | actives 0.054% (n = 290,000); in the data active means inhibition above about 50%;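 further: plate controls were vehicle with enzyme for no effect and no enzyme for full effect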
# NTR1 agonist = agonists of NTR1, primary screen, imaging, U2OS cells, beta-arrestin-GFP, high content (AID 493036); P30989; NTR1-U2OS beta-arrestin-GFP spot imaging, agonist mode; activation, % at 20 µM; actives 0.17% (n = 330,000);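 active means activation at or above 40% of the spot to cytoplasm intensity ratio, with at least 20 cells analyzed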;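 further: 0% = DMSO without peptide and 100% = 100 nM NTR1 peptide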
# Target sequence (P30989 whole entry, looked up): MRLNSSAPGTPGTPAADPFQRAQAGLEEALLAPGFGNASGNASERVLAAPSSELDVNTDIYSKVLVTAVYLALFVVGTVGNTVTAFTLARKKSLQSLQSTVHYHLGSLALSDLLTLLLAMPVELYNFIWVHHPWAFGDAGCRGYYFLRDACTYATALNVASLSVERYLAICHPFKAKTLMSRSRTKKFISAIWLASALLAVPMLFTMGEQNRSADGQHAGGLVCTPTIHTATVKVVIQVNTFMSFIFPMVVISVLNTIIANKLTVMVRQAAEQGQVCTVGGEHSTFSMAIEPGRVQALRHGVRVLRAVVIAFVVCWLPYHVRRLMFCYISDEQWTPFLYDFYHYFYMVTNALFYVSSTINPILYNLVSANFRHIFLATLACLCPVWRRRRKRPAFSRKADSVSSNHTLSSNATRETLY
# GPR55 antagonists = GPR55 antagonists blocking LPI-driven arrestin recruitment, primary screen, imaging, U2OS, beta-arrestin-GFP, LPI agonist (AID 2013) | U2OS GPR55 beta-arrestin-GFP translocation imaging, LPI antagonism; higher % means a stronger effect | inhibition, % at 10 µM, or IC50 in µM where a hit was titrated | actives 0.13% (n = 290,000);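 active means spots per cell inhibited over 60%, with over 100 cells counted and total cytoplasm intensity under 500,000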;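 further: U2OS cells stably carrying GPR55 and arrestin-GFP stimulated by 5 µM LPI near EC80; imaged beta-arrestin-GFP aggregate spots per cell after agonist stimulation; plate controls were LPI-stimulated DMSO wells for no effect and DMSO wells without LPI for full effect; some results filed as inactive read as strong as hits; confirmed hits need IC50 under 10 µM and bright autofluorescent wells are also inconclusive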
# GPR55 beta-arrestin = GPR55 agonists via beta-arrestin recruitment, primary screen, imaging, U2OS cells, beta-arrestin-GFP redistribution (AID 1961) | actives 0.048% (n = 290,000) | U2OS GPR55 beta-arrestin-GFP redistribution imaging; higher % means a stronger effect | activation, % at 10 µM, or EC50 in µM where a hit was titrated;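 active means activation above 40% with more than 50 cells counted in the well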;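 further: U2OS osteosarcoma cells stably expressing GPR55 and beta-arrestin-GFP; plate controls were DMSO negative control for no effect and LPI positive control for full effect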
# Hep lipid drop cells 6.5 µM = further read-out of Hep lipid drop, marked with its call; cell count; measured here: cell count, cytotoxicity flag;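 cells counted across two imaged fields per well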
# T cell HTS vesicle-bound % = also measured in T cell HTS; calls as there; double positive events, %; measured here: CD8+ vesicle-bound cell fraction;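 binding gate set so that unloaded-vesicle control wells show 10% double positive cells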
# NTR1 agonist cell count 20 µM = further read-out of NTR1 agonist, marked with its call; cell count; measured here: cell count, cytotoxicity flag
# * marks the source's active call; other numbers are inactive results; i = inactive; · = not tested or not shown.
SMILES,Rac1 GTP hydrolysis,SV40 large T antigen,GPR35 arrestin U2OS,Hep lipid drop,Hep lipid drop cells 6.5 µM,T cell HTS,T cell HTS vesicle-bound %,LYP inhibition,NTR1 agonist,NTR1 agonist cell count 20 µM,GPR55 antagonists,GPR55 beta-arrestin
Cc1ccc(N2CC(C(=O)Nc3nnc(SCCN4CCOCC4)s3)CC2=O)cc1C (stereo not given),0%,6%,0%,-28,761,i,33,-8%,1.8,65,8%,0.1%
CC(C)c1ccc(S(=O)(=O)Nc2ccc(SC(F)F)cc2)cc1,7%,0%,8%,-17,606,i,46,-1%,20,76,22%,-0.2%
COc1ccc(N=c2oc3ccccc3cc2C(=O)Nc2ccccn2)cc1OC,·,3%,0%,-6,600,i,52,-7%,9.5,88,-12%,-0.1%
CN(C)S(=O)(=O)N1CCC(n2nccc2NC(=O)CCCc2ccccc2)CC1,14%,11%,-4%,1,737,i,41,-12%,2.2,61,5%,0.2%
Cc1ccc(-c2nc(S(=O)(=O)c3ccc(C)cc3)c(N3CCOCC3)o2)cc1,8%,24%,-20%,0,755,i,34,-4%,-0.5,48,-6%,-0.2%
O=C(CCCOc1ccc(Cl)cc1Cl)Nc1cccnc1,5%,6%,-2%,22,751,i,27,-6%,1.7,39,12%,-0.1%
Cc1ccc(C(=O)N(C)CC(=O)Nc2cccc(F)c2)cc1S(=O)(=O)N1CCCCC1,5%,10%,·,·,·,i,58,·,2.7,63,·,·
CCOCCCNC(=O)c1c[nH]c2c(CC)cccc2c1=O,0%,12%,9%,8,698,i,4,-2%,-0.2,73,0%,-0.1%
O=C(Nc1ccccc1F)C1CCN(C(=O)NC2CCCCC2)CC1,15%,4%,-4%,-7,758,i,20,-11%,-0.8,45,2%,-0.4%
COc1ccc(C(=O)Oc2c(OC)cc(C(=S)N3CCOCC3)cc2OC)cc1OC,10%,29%,-6%,2,802,i,64,-7%,-1.0,65,-4%,0.0%
Cc1ccc(OCC(=O)N2CCN(C(=O)CCC3CCCC3)CC2)cc1,14%,3%,-11%,-2,714,i,43,-5%,0.1,53,-30%,0.3%
O=C(O)Cn1cnc2scc(-c3cccs3)c2c1=O,7%,·,-3%,10,726,i,33,-7%,0.2,49,-16%,0.1%
COc1cccc(CC(=O)NNC(=O)c2ccc3c(c2)OCO3)c1,8%,18%,10%,13,852,i,9,-12%,-1.3,44,16%,-0.2%
Cn1c(=O)[nH]c(=O)c2c1nc(Sc1ccccc1)n2CCc1ccccc1,1%,2%,10%,·,·,i,34,-3%,13,50,1%,0.3%
COc1ccc(NC(=S)N2CCC(C(=O)c3ccc(OC)cc3)CC2)cc1,8%,12%,18%,0,837,i,14,-5%,0.3,52,0%,0.5%
O=C(/C=C/Nc1ccc(S(=O)(=O)Nc2cnc3ccccc3n2)cc1)c1cccnc1,-10%,6%,-9%,2,756,i,54,-2%,-0.4,50,-9%,0.2%
COC(=O)CNC(=O)COC(=O)/C=C/c1cccs1,8%,11%,0%,-24,692,i,35,-2%,-0.9,46,-7%,-0.2%
O=C(OCc1nc2ccc(Cl)cc2n1CCO)c1ccc(O)cc1,6%,4%,-13%,-13,652,i,18,3%,-0.5,63,6%,-0.2%
O=[N+]([O-])c1ccc(CN2CCN(c3ccccc3)CC2)o1,28%,10%,9%,-2,750,i,62,-4%,-0.5,61,-5%,0.0%
CCOc1ccc(NC(=O)N(C2CCCCC2)C(C)c2ccncc2)cc1 (stereo not given),5%,2%,2%,·,·,i,18,-4%,0.0,50,-3%,-0.1%
COc1ccc(N2CCN(CC(=O)Nc3ccc(-n4cnnn4)cc3)CC2)cc1,6%,-1%,-2%,3,741,i,37,-3%,1.7,59,8%,-0.1%
CCNC(=O)N1CCOCC1,2%,10%,-5%,-7,759,i,13,-4%,-0.6,60,0%,-0.1%
CC(=O)N1CCc2cc(S(=O)(=O)NC(C)c3ccccc3)ccc21 (stereo not given),8%,8%,-12%,-3,833,i,18,-10%,1.1,53,26%,0.2%
CCC(C)Sc1cc(-c2nc3ccccn3c2NC2CCCCC2)ccc1OC (stereo not given),2%,6%,·,·,·,i,61,·,15,103,·,·
Cc1ccc(/C(N)=N/OC(=O)c2ccc(F)cc2)cc1,2%,-2%,-3%,-5,677,i,56,-5%,3.4,78,10%,0.3%
Nc1ccc(S(N)(=O)=O)cc1N,12%,26%,1%,17,655,i,31,-6%,0.2,57,4%,0.3%
CCCc1ccc(OCc2ccc(C(=O)Nc3cccc(C)n3)o2)c(OC)c1,2%,-8%,-2%,·,·,i,40,2%,2.4,93,0%,-0.1%
N#Cc1ccccc1OCC(=O)NC(=O)NCc1ccco1,12%,15%,-15%,-1,696,i,12,-3%,-1.1,61,10%,0.0%
Cc1ccc(COc2ccc(CNCCCN3CCCCCC3=O)cc2)cc1,22%,5%,7%,21,830,i,32,-7%,1.0,51,-4%,-0.1%
CCSc1nnc(NC(=O)C2CCCN(S(=O)(=O)c3cnc[nH]3)C2)s1 (stereo not given),5%,-1%,-8%,31,605,i,39,-1%,2.1,55,10%,-0.3%
CCC(=O)c1ccc(OCC(=O)OC(C)C(=O)N2CCc3ccccc32)cc1 (stereo not given),0%,12%,·,·,·,i,28,·,0.0,59,·,·
CCNC(=S)NNC(=S)NCc1ccccc1,16%,10%,12%,2,741,i,42,3%,2.7,45,17%,-0.2%
OC1CCN(C(c2ccc3ncccc3c2)c2nnnn2C2CCCCC2)CC1 (stereo not given),4%,12%,2%,·,·,i,17,-8%,1.5,56,1%,0.6%
O=C(CCCN1C(=O)c2ccccc2C1=O)Nc1c2c(nc3c1CCC3)CCC2,8%,6%,5%,·,·,·,·,-10%,·,·,-16%,0.0%
NNC(=S)Nc1cccc(-c2n[nH]c(=S)o2)c1,6%,20%,2%,3,720,i,33,-1%,1.5,56,-5%,0.3%
COc1ccccc1NC(=S)NCCc1ccccc1,5%,10%,12%,·,·,i,28,-2%,0.4,58,10%,0.3%
COc1ccc2c(c1)c(C(=O)N/N=C/c1ccc(Br)cc1)c(C)n2C,6%,24%,17%,5,711,i,18,2%,2.2,55,-10%,-0.3%
CCc1ccc(NC(=O)COc2ccc3c(c2)OCO3)cc1,10%,-2%,-3%,3,852,i,71,2%,4.0,50,-13%,-0.1%
O=C(/C=C/c1cccc([N+](=O)[O-])c1)NCCSCc1cccc(Cl)c1,3%,6%,10%,-2,595,i,48,-4%,5.5,63,10%,-0.3%
O=S(=O)(Nc1ccccc1N1CCCCC1)c1ccccc1,11%,12%,-2%,-20,763,i,20,-10%,1.9,77,15%,-0.2%
O=[N+]([O-])c1cc(/C=N/O)ccc1SCc1ccccc1,-3%,5%,4%,·,·,i,37,-9%,-0.1,69,11%,0.2%
CCC(C(=O)Nc1ccccc1C(=O)N1CCCC1)N1C(=O)c2ccccc2C1=O (stereo not given),6%,4%,9%,6,735,i,33,-4%,1.9,42,0%,-0.1%
Cc1ccc2nc(Nc3nc(CSc4nnnn4-c4ccccc4)cc(=O)[nH]3)nc(C)c2c1,1%,20%,-17%,11,791,i,43,1%,8.7,48,17%,-0.1%
CCN(CC)C(=O)COc1ccc2oc(C)c(C(=O)OC(C)C)c2c1,20%,19%,3%,-14,789,i,39,-6%,2.2,55,10%,-0.1%
CC(=O)c1nn(-c2cccc(Br)c2)cc1C(=O)c1cccc2ccccc12,-3%,10%,4%,27,748,i,6,-3%,-5.7,69,0%,-0.1%

# Results in SV40 large T antigen, for some of the entries so far:
mol	SV40 large T antigen
NNC(=S)Nc1cccc(-c2n[nH]c(=S)o2)c1	20%
CCC(=O)c1ccc(OCC(=O)OC(C)C(=O)N2CCc3ccccc32)cc1 (stereo not given)	12%

# The listing continues.
SMILES,Rac1 GTP hydrolysis,SV40 large T antigen,GPR35 arrestin U2OS,Hep lipid drop,Hep lipid drop cells 6.5 µM,T cell HTS,T cell HTS vesicle-bound %,LYP inhibition,NTR1 agonist,NTR1 agonist cell count 20 µM,GPR55 antagonists,GPR55 beta-arrestin
COc1ccc(NC(=O)c2ccc3ncsc3c2)cc1,5%,2%,-7%,3,410,i,25,-7%,-1.0,108,-8%,0.0%
O=C(NC1CCS(=O)(=O)C1)c1cccc(Br)c1 (stereo not given),6%,12%,·,·,·,i,35,·,-0.3,49,·,·
Cc1c(C(=O)N/N=C/c2cccc(O)c2)nnn1-c1nonc1N,8%,30%,1%,7,842,i,4,-9%,0.0,62,7%,-0.2%
CN(C)C=NC(=O)/C(C#N)=C1\CCc2ccccc2N1,3%,14%,10%,·,·,i,42,-6%,-0.2,55,-7%,1.0%
COc1ccc(NC(=O)COc2nc(N(C)C)nc(N(C)C)n2)cc1,-5%,0%,1%,0,791,i,50,-6%,1.0,56,-18%,0.3%
COc1ccccc1NC(=O)C(C)OC(=O)CCCN=C1NS(=O)(=O)c2ccccc21 (stereo not given),4%,15%,·,·,·,i,32,·,-2.0,52,·,·
COCCSc1ccccc1C(=O)NCC1CCCO1 (stereo not given),15%,1%,-3%,-10,768,i,31,-5%,0.6,52,-5%,-0.1%
Cc1cc(C(C)(C)C)cc(C)c1COC(=O)c1cccnc1,3%,8%,22%,-24,809,i,19,-8%,11,48,-8%,-0.1%
Nc1nonc1-n1nnc(C(=O)N/N=C/c2cccc(F)c2)c1-c1ccccc1,5%,10%,-8%,-7,740,i,24,-1%,1.2,63,0%,-0.2%
O=C(CSc1ncnc2c1cnn2-c1ccc(F)cc1)NC1CCCC1,3%,9%,-15%,5,831,i,38,-3%,0.1,61,3%,-0.1%
Cc1ccc(S(=O)(=O)c2cc3c(=O)n4ccccc4nc3n(CCCN3CCOCC3)c2=N)cc1C,-18%,14%,-3%,-9,751,i,21,-19%,2.3,70,7%,0.2%
